PPC-1+TRAIL kill: compounds killing PPC-1 cancer cells with TRAIL present, primary screen, TRAIL potentiator project, ATPLite luminescence, uHTS. PPC-1 cells + TRAIL, ATPLite viability luminescence. cell killing (% activity), % at 4 µM. hit rate 0.41% among 220,000. AID 1443, 2008;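 active means cell killing above 50% in the first pass at 4 µM, then a duplicate retest at 5 µM averaging 50% or more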;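 further: plate controls were cells with TRAIL plus DMSO for no effect and medium-only wells lacking cells for full effect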
TbHK1 inh: Trypanosoma brucei hexokinase 1 inhibitors, primary screen, biochemical, G6PDH-coupled NADH absorbance, MLSCN library | hexokinase 1 [Trypanosoma brucei] | hit rate 0.11% among 220,000 | AID 1430, 2008 | inhibition, % at 10 µM | recombinant TbHK1, G6PDH-coupled NADH A340;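 active means inhibition of 50% or more in the single-dose primary screen; inactive means inhibition below 50%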
p47phox inh: p47phox/p22phox peptide binding inhibitors, primary screen, biochemical, uHTS, NADPH oxidase regulatory subunit | Neutrophil cytosol factor 1 (Homo sapiens), P14598 | inhibition, % at 24.7 µM | fluorescence polarization, 2 h | hit rate 0.53% among 220,000;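 active means inhibition above about 30%, limit read from the data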;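 further: 0% = p47phox with labelled peptide and 100% = labelled peptide alone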
BaF3 tox: parental Ba/F3 cell viability inhibition, counter-screen for JAK2V617F inhibitor project, murine pro-B, CellTiter-Glo luminescence. inhibition, % at 5.6 µM. hit rate 1.1% among 220,000. AID 1486, 2009. CellTiter-Glo ATP luminescence;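 active means inhibition above a per-campaign cutoff, the mean inhibition of all tested compounds plus 3 SD, cut at about 27% in these data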;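 further: 0% = DMSO wells and 100% = JAK Inhibitor I control wells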
Furin inh: human furin inhibitors, primary screen, biochemical, fluorescence intensity | P09958 | purified furin, fluorogenic substrate cleavage | inhibition, % at 30 µM | hit rate 0.061% among 220,000 | AID 463115, 2010; in the data active means inhibition above about 25%; further: inactives centre near -15
RBBP9 inhibitor: human RBBP9 inhibitors, primary screen, biochemical, fluorescence polarization, FP-Rh probe, HTS | inhibition, % at 7.94 µM | hit rate 0.2% among 220,000 | recombinant RBBP9 | Serine hydrolase RBBP9 (Homo sapiens), O75884;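 active means inhibition above the campaign mean of all tested compounds plus 3 SD, cut at about 14% in these data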;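 further: plate controls were DMSO wells with RBBP9 for no effect and wells lacking RBBP9 protein for full effect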
Target sequence (O75884 whole entry, looked up): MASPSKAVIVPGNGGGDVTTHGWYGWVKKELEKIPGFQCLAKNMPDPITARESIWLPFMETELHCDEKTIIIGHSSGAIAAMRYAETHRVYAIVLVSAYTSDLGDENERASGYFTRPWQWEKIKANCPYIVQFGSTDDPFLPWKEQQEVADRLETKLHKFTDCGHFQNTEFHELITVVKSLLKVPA
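System: RBBP9 protein | Quantity: 2.5 µM RBBP9 dispensing solution, before mixing | Reagent: FP-Rh probe, 375 nM dispensing solution | Timing: Enzyme-compound preincubation 30 min, then probe labeling 45 min, 25 °C | Measured by: Fluorescence polarization | Read-out: % inhibition | Replication: One well per compound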
PGE2 EP2 inh: human EP2 receptor antagonists, primary screen, TR-FRET cAMP, C6 glioma cells; C6 glioma cells expressing human EP2; cells stimulated with saturating PGE2; inhibition, % at 25 µM; hit rate 0.52% among 260,000; Prostaglandin E2 receptor EP2 subtype (Homo sapiens), P43116; AID 1422, 2008;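 active means percent inhibition above 40 after rounding to a whole number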;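 further: rat C6 glioma host cells with rolipram phosphodiesterase inhibitor present; the protocol text gives 20 µM as final concentration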
Ba/F3 V617F tox: reduced viability of JAK2V617F-dependent Ba/F3 cells, primary screen, JAK2V617F inhibitor project, cell-based, Ba/F3 EpoR-JAK2V617F, luminescence | ATP luminescence | inhibition, % at 5.6 µM | hit rate 1.1% among 220,000;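 active means inhibition above the campaign mean plus 3 SD over all tested compounds, cut at about 24% in these data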;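 further: cytokine-independent growth of Ba/F3 cells driven by EpoR plus mutant JAK2; 0% = DMSO-treated cells and 100% = JAK inhibitor I control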
p97 inhibitor: inhibitors of human p97 ATPase, primary screen, biochemical; Transitional endoplasmic reticulum ATPase (Homo sapiens), P55072; recombinant p97 ATPase, Kinase-Glo ATP luminescence, 3 h; inhibition, % at 8 µM; hit rate 0.42% among 220,000; in the data active means inhibition above about 15%;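 further: 0% = DMSO vehicle and 100% = wells lacking enzyme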
Target sequence (P55072 whole entry, looked up): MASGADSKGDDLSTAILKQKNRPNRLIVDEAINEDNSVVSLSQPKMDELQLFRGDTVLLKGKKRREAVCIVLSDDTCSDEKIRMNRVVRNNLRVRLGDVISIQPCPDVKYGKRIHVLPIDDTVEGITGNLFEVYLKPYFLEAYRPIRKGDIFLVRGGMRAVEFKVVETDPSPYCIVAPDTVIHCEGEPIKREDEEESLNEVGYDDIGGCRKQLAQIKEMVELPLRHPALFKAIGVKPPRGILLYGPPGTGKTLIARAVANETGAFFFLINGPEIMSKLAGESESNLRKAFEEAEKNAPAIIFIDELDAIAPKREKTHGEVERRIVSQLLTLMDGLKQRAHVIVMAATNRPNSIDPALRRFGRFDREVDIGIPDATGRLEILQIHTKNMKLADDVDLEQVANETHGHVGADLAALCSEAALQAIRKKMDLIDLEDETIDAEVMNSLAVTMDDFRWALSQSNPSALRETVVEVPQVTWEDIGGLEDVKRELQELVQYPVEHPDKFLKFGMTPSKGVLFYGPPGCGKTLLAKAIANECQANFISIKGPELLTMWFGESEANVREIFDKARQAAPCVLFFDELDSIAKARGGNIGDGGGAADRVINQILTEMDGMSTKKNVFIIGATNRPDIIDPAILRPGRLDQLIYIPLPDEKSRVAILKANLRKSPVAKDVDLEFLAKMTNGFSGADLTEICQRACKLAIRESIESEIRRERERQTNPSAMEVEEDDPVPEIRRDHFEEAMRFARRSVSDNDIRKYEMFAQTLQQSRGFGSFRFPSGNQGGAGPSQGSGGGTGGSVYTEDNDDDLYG
Active calls of the source: *; nt = no result given; & = joins results of further samples; [ ] = remark or other dose. Not all compounds are listed. The share of hits here may be higher or lower than overall.

Screens by letter – A = PPC-1+TRAIL kill; B = TbHK1 inh; C = p47phox inh; D = BaF3 tox; E = Furin inh; F = RBBP9 inhibitor; G = PGE2 EP2 inh; H = Ba/F3 V617F tox; I = p97 inhibitor
SMILES: CCOC(=O)c1c(C)n(C)c2cc(-c3ccc(C)cc3)c(O)cc12
  A: 2; B: -14; C: 2; D: 1; E: -15; F: -6; G: 7; H: -2; I: 3
SMILES: O=c1[nH]c(-c2ccccc2O)nc2c1CCCC2
  A: 8; B: 1; C: -7; D: 5; E: -16; F: -1; G: 6; H: -3; I: 2
SMILES: COc1cc(/C=N/NC(=O)c2nc3ccccn3c2C)cc(OC)c1O
  A: 7; B: -53; C: -7; D: 6; E: -5; F: -4; G: 2; H: 3; I: 3
SMILES: COc1ccc(-c2onc(C)c2-c2ccc(C(=O)OC(C)C)o2)c(O)c1
  A: 7; B: -9; C: -4; D: -2; E: -13; F: -3; G: nt; H: -5; I: 5
SMILES: COc1ccc(C2CC(C(F)(F)F)n3nc(C(=O)O)cc3N2)cc1OC (stereo not given)
  A: -2; B: -3; C: -12; D: 6; E: -18; F: -1; G: 6; H: 1; I: 1
SMILES: Cc1ccc(S(=O)(=O)NCC(=O)N(CC(=O)NC2CCCCC2)CC2CCCO2)cc1 (stereo not given)
  A: 11; B: -6; C: -6; D: 1; E: -13[20 µM]; F: -7; G: 8; H: 0; I: -5
SMILES: O=c1cc(CNC2CCCCC2)c2ccccc2[nH]1
  A: -2; B: -8; C: -35; D: 5; E: -23; F: 10; G: 5; H: -2; I: 5
SMILES: COc1cc(C)ccc1OCCOCCOc1c(C)cc(C)cc1Br
  A: nt; B: 5; C: -3; D: 5; E: -22; F: 0; G: 13; H: 0; I: -7
SMILES: O=C(CSc1nnc(Cc2cc(=O)[nH]c(=O)[nH]2)n1-c1ccccc1)N1CCCc2ccccc21
  A: 12; B: -9; C: -2; D: 9; E: -27; F: -7; G: 4; H: -3; I: -1
SMILES: Cc1nc2cc(NCc3nc4ccccc4n3Cc3ccccc3)ccc2n1C
  A: 61*[5 µM]; B: 4; C: 0; D: 7; E: -19; F: -4; G: nt; H: 4; I: -9
SMILES: Clc1ccc(CON/C=N/c2ncnc3sccc23)c(Cl)c1
  A: -3; B: -3; C: -11; D: 2; E: -23[20 µM]; F: 0; G: 22; H: 0; I: -2
SMILES: COc1ccc(/C=N/n2cnn(Cc3ccccc3Cl)c2=S)cc1
  A: 26; B: -3; C: -1; D: 2; E: -18; F: 2; G: 12; H: -2; I: 7
SMILES: CCOCCCNC(=O)CN1CCN(Cc2ccccc2C)C1=O
  A: 2; B: -2; C: 1; D: 2; E: -2; F: -5; G: 13; H: -2; I: 1
SMILES: CSc1nc2ccccc2nc1N(C)S(=O)(=O)c1ccc(C)cc1
  A: 0; B: -4; C: -17; D: -5; E: -13; F: -3; G: 5; H: 1; I: -5
SMILES: Cc1c(NC(NC(=O)CC(C)C)C(Cl)(Cl)Cl)c(=O)n(-c2ccccc2)n1C (stereo not given)
  A: 5; B: -4; C: -3; D: 3; E: -24; F: -8; G: -1; H: -2; I: 3

The list continues:
Screens by letter – A = PPC-1+TRAIL kill; B = TbHK1 inh; C = p47phox inh; D = BaF3 tox; E = Furin inh; F = RBBP9 inhibitor; G = PGE2 EP2 inh; H = Ba/F3 V617F tox; I = p97 inhibitor
SMILES: Cc1cc(N2CCOCC2)ccc1/C=C1\NC(=O)N(Cc2ccccc2)C1=O
  A: 0; B: -3; C: -6; D: 1; E: -15; F: -15; G: 8; H: 0; I: 3
SMILES: Cc1cccc(NC2=C(Cl)C(=O)OC2NC(=O)c2ccccc2)c1 (stereo not given)
  A: -2; B: -8; C: -14; D: 5; E: -10[20 µM]; F: -1; G: 21; H: 2; I: -4
SMILES: COc1c(Cl)cc(Cl)cc1/C=C/C(=O)c1ccc(NC(=O)c2cccs2)cc1
  A: 4; B: -15; C: -20; D: 6; E: -12; F: -42; G: 12; H: -3; I: 8
SMILES: CCOc1ccc(/C=C2\SC(=S)N(CCC(=O)O)C2=O)cc1
  A: 23; B: -12; C: -4; D: -7; E: -11; F: -6; G: 8; H: 2; I: -5
SMILES: CC(=O)OCCCn1c(C)[n+](C)c2cc(Cl)c(Cl)cc21
  A: -9; B: 7; C: 14; D: 3; E: -14; F: -9; G: 11&9; H: 5; I: 0
SMILES: O=S(=O)(O)c1nc2ccccc2n1Cc1cccc2ccccc12
  A: 1; B: -7; C: -12; D: 4; E: -10; F: -6; G: 8; H: 3; I: -2
SMILES: O=C(NCc1ccco1)/C(=C\c1cccnc1)NC(=O)c1ccccc1F
  A: 25; B: 36; C: -13; D: 9; E: -2; F: 4; G: 7; H: 4; I: 2
SMILES: COC(=O)CCN(C(=O)C12CC3CC(CC(C3)C1)C2)c1ccccn1
  A: 23; B: 2; C: -8; D: 3; E: -8[20 µM]; F: -7; G: 17; H: 4; I: -9
SMILES: COc1ccc(-c2csc(NCc3ccco3)n2)cc1
  A: 23; B: -3; C: -56; D: 11; E: -12; F: -1; G: 8; H: -1; I: 4
SMILES: COc1ccc(OC)c(NC(=O)CN(C)CC(=O)Nc2ccccc2Br)c1
  A: -5; B: -4; C: 0; D: 8; E: -19; F: 4; G: 8; H: 3; I: -2
SMILES: CCCn1c(N2CCN(C(=O)N3CCCCC3)CC2)nc2ccccc21
  A: 0; B: -4; C: -9; D: 2; E: -22; F: -4; G: 10&9; H: 1; I: -10
SMILES: CSCCC(NC(=O)c1ccc(Br)cc1)C(=O)O (stereo not given)
  A: -31; B: 0; C: -11; D: 2; E: -19; F: -6; G: 3; H: 0; I: 4
SMILES: O=C(COC(=O)c1cc(-c2ccccc2)nc2ccccc12)Nc1ccc2c(c1)OCO2
  A: 19; B: -4; C: -7; D: 6; E: -8; F: -6; G: 8; H: 1; I: 2
SMILES: O=C(NCc1ccncc1)Nc1ccccc1F
  A: 11; B: 8; C: 1; D: 4; E: -9; F: -3; G: 7; H: 5; I: 3
SMILES: CCS(=O)(=O)N1CCC(C(=O)NC2CCCCCCC2)CC1
  A: 2; B: 4; C: -11; D: -3; E: -19[20 µM]; F: -1; G: 5; H: -2; I: -2

Five compounds from above, showing only Ba/F3 V617F tox:
canonical_smiles	Ba/F3 V617F tox
O=C(COC(=O)c1cc(-c2ccccc2)nc2ccccc12)Nc1ccc2c(c1)OCO2	1
Cc1cccc(NC2=C(Cl)C(=O)OC2NC(=O)c2ccccc2)c1 (stereo not given)	2
O=C(NCc1ccco1)/C(=C\c1cccnc1)NC(=O)c1ccccc1F	4
CCS(=O)(=O)N1CCC(C(=O)NC2CCCCCCC2)CC1	-2
O=C(NCc1ccncc1)Nc1ccccc1F	5

Continued:
Screens by letter – A = PPC-1+TRAIL kill; B = TbHK1 inh; C = p47phox inh; D = BaF3 tox; E = Furin inh; F = RBBP9 inhibitor; G = PGE2 EP2 inh; H = Ba/F3 V617F tox; I = p97 inhibitor
SMILES: NC(=S)NCc1cccnc1
  A: 16; B: -1; C: -3; D: 6; E: -18; F: -7; G: -1; H: 1; I: 0
SMILES: COc1cc(/C=N/n2nnnc2N)ccc1OCc1c(C)no[n+]1[O-]
  A: 20; B: 16; C: -1; D: 6; E: 6; F: -7; G: 9; H: -1; I: 10
SMILES: O=[N+]([O-])c1cccc(CN(CCO)Cc2ccccc2)c1
  A: -8; B: 4; C: 5; D: 6; E: -17[20 µM]; F: -11; G: 3; H: 4; I: -5
SMILES: O=C(COc1ccc(Cl)cc1Cl)OCn1nnc2ccccc2c1=O
  A: -12; B: 1; C: -6; D: 0; E: -6[20 µM]; F: -5; G: 17; H: -7; I: 3
SMILES: CN1C(=O)/C(=C\c2ccco2)N=C1c1ccc(Cl)cc1Cl
  A: -6; B: -22; C: -6; D: 1; E: -9; F: -4; G: 5; H: -3; I: 6
SMILES: O=C(NCCc1ccccc1F)C1CCCN1S(=O)(=O)c1ccccc1 (stereo not given)
  A: 2; B: 2; C: 4; D: 3; E: -30; F: -6; G: 5; H: 0; I: 4
SMILES: COc1ccccc1/C=C/C(=O)NC(=S)NCC1CCCO1 (stereo not given)
  A: 9; B: -12; C: -4; D: 6; E: -17; F: -6; G: 9; H: 5; I: 3
SMILES: CC(=O)Nc1ccc(SCC(=O)Nc2ccccc2-c2ccccc2)cc1
  A: 2; B: -1; C: -4; D: 0; E: -23; F: -6; G: 13; H: -2; I: 2
SMILES: O=C(NCCn1cccn1)c1ccc(OC2CCN(C(=O)C3CC3)CC2)cc1
  A: -5; B: 3; C: 4; D: 3; E: -11; F: -2; G: 3; H: 2; I: -3
SMILES: Clc1ccc(C(c2ccccc2)N2CCN(c3ccccn3)CC2)cc1 (stereo not given)
  A: -2; B: -6; C: -3; D: -6; E: -21; F: -4; G: 8; H: 2; I: -3
SMILES: CC(C)CC(=O)Nc1ccc2oc(-c3cccnc3)nc2c1
  A: 6; B: -6; C: -2; D: 1; E: -25; F: -10; G: 6; H: 0; I: 1
SMILES: CCCCCC(=O)Nc1sc(C)c(C)c1C#N
  A: 10; B: -2; C: -10; D: 9; E: -15; F: -2; G: 8; H: 0; I: -2
SMILES: CCN(CC)S(=O)(=O)c1ccc(N2CCCCC2)c(NC(=O)/C(C#N)=C/c2ccc(OC)cc2)c1
  A: -1; B: -16; C: -77; D: 2; E: -4; F: -13; G: 3; H: 1; I: -5
SMILES: CCOc1ccccc1NC(=O)CSc1nnc(Cn2c(=O)sc3ccccc32)n1C
  A: -1; B: 3; C: -10; D: 7; E: -25; F: -6; G: 9; H: -2; I: 3
SMILES: COc1cccc(N2C(=O)CC(N3CCN(S(=O)(=O)c4ccccc4)CC3)C2=O)c1 (stereo not given)
  A: -2; B: -2; C: -8; D: 0; E: -15; F: 1; G: 8; H: 4; I: -6
SMILES: CCOc1ccc(Oc2ccc(Cl)cc2NC(=O)CCNC(C)=O)cc1
  A: 2; B: -3; C: -12; D: 2; E: -23; F: -2; G: 7; H: 2; I: -2
SMILES: COc1ccccc1N/N=C(\C#N)C(=N)N1CCOCC1
  A: -14; B: -23; C: -2; D: 4; E: -20; F: -8; G: 3; H: 1; I: 1
SMILES: COc1ccc(N(CC(=O)NC2CCCC2)S(=O)(=O)c2c(C)[nH]c(=O)[nH]c2=O)cc1
  A: 36; B: -6; C: -13; D: 5; E: -11; F: -8; G: 12; H: -1; I: -4

Retrieved by structure from above (3):
Screens by letter – A = PPC-1+TRAIL kill; B = TbHK1 inh; C = p47phox inh; D = BaF3 tox; E = Furin inh; F = RBBP9 inhibitor; G = PGE2 EP2 inh; H = Ba/F3 V617F tox; I = p97 inhibitor
SMILES: O=C(NCCc1ccccc1F)C1CCCN1S(=O)(=O)c1ccccc1 (stereo not given)
  A: 2; B: 2; C: 4; D: 3; E: -30; F: -6; G: 5; H: 0; I: 4
SMILES: CN1C(=O)/C(=C\c2ccco2)N=C1c1ccc(Cl)cc1Cl
  A: -6; B: -22; C: -6; D: 1; E: -9; F: -4; G: 5; H: -3; I: 6
SMILES: CCCCCC(=O)Nc1sc(C)c(C)c1C#N
  A: 10; B: -2; C: -10; D: 9; E: -15; F: -2; G: 8; H: 0; I: -2
